# Screening results as filed in PubChem.
# MT1-MMP act inh: MT1-MMP (human) activation inhibition; HT1080 RFP-PRO-GFP cells, GFP/RFP ratio fluorescence, overnight; percent of plate control window, DMSO zero; GFP/RFP ratio change, % at 20 µM; P50281; AID 651647; actives 0.061% (n = 360,000);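 active = GFP/RFP ratio change of at least 30% with cell ATP level not reduced by more than half and red fluorescence within 50% of control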; note: strong numbers were not always called active
#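 Assay system: HT1080 RFP-PRO-GFP cells. Benchmarks: DMSO vehicle wells and RFP-L50D-GFP reporter cell wells. Times: overnight cell settling, then overnight compound exposure, 37 °C, 5% CO2. Compound: 20 µM single dose, 1% DMSO. Read-out basis: GFP/RFP fluorescence ratio.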
# E coli Lon inh: inhibits E. coli Lon protease; inhibition, % at 7.94 µM; actives 0.42% (n = 360,000); purified E. coli Lon protease, fluorescence polarization; P0A9M0; in the data active = inhibition above about 13%, passing the limit was not always enough;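 note: 0% = enzyme with probe and DMSO and 100% = no enzyme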
# PABP1 MLLE inh: blocks PAM2 peptide binding to the PABP1 MLLE domain; P11940; GST-MLLE / FITC-PAM2 fluorescence polarization; inhibition, % at 20 µM; actives 0.36% (n = 360,000); in the data active = inhibition above about 35%, passing the limit was not always enough;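 note: plate controls were DMSO wells with GST-MLLE for no effect and wells lacking GST-MLLE protein for full effect; some results filed as inactive read as strong as hits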
# Target sequence (P11940 whole entry, looked up, the tested form may be a part): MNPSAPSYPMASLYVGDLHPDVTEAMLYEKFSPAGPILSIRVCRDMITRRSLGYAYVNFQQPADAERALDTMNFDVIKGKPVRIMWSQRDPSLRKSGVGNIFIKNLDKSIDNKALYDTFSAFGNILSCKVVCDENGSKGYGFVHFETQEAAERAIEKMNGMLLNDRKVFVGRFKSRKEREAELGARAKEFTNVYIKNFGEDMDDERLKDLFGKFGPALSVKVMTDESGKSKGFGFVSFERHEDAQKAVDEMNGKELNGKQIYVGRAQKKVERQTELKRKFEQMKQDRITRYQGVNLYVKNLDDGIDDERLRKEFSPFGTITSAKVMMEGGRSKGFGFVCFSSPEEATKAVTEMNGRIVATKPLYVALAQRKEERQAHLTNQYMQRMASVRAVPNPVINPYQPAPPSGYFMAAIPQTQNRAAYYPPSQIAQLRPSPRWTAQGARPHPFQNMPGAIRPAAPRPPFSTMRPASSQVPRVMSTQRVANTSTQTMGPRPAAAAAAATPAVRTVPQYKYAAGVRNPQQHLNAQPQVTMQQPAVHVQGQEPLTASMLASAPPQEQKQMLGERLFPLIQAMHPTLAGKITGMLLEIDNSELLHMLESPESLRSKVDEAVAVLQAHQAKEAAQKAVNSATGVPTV
# Tb MetRS inh: blocks T. brucei methionyl-tRNA synthetase activity. AID 624268. purified T. brucei MetRS, ATP depletion, Kinase-Glo luminescence. inhibition, % at 11.9 µM. actives 0.4% (n = 360,000);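 active = inhibition above a per-plate cutoff of the control wells' mean inhibition plus 3 SD, cut at about 5.5% in these data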;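 note: 0% = DMSO wells median and 100% = median of wells with control inhibitor compound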
#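 technique = Kinase-Glo luminescence, ATP depletion format | system = purified MetRS (methionyl-tRNA synthetase) enzyme from Trypanosoma brucei | timing = 15 min preincubation, 2 h reaction, all 25 °C | evaluation = percent inhibition versus plate control medians | dosing = single dose, 11.9 µM final nominal, 0.9% final DMSO | also added = substrates ATP, L-methionine and bulk Escherichia coli tRNA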
# FAS-TE inh: FAS thioesterase (human) inhibition. AID 602261. inhibition, % at 15 µM. recombinant FAS-TE, OMFH fluorogenic substrate, fluorescence endpoint. actives 0.67% (n = 360,000);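 active = compounds whose normalised, plate-corrected inhibition of enzyme fluorescence in the single-dose primary screen is 50% or more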;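 note: 0% = DMSO with enzyme and 100% = substrate without enzyme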
# bovine MsrA act: bovine methionine sulfoxide reductase A activation; purified bovine MsrA, absorbance read-out; activation, % at 10.6 µM; actives 0.3% (n = 360,000); in the data active = activation above about 7.5%;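 note: 0% = vehicle and 100% = reference activator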
# MsrA inhibitor: inhibitors of bovine MsrA | purified bovine MsrA, absorbance read-out | inhibition, % at 15.5 µM | actives 0.75% (n = 360,000); in the data active = inhibition above about 4.5%;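 note: 0% = vehicle wells with enzyme and 100% = reference inhibitor wells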
# CendR NRP1 mod: NRP-1/CendR interaction modulation | FAM-RPARPAR peptide binding to NRP-1, fluorescence polarization | inhibition, % at 25 µM | actives 0.85% (n = 360,000) | AID 602438;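 active = inhibition or corrected inhibition above about 18%, plus a signal ratio from 0.5 to 1.5, limit read from the data, passing the limit was not always enough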; note: strong numbers were not always called active
# SKN-1 inh: C. elegans SKN-1 inhibition; C. elegans VP596 Pgst-4::GFP/RFP ratio, acrylamide-induced, 24 h; inhibition, % at 21.8 µM; actives 0.49% (n = 360,000); AID 624304;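 active = interference check ratio from 0.5 to 1.5 plus GFP to RFP signal ratio inhibition reaching or exceeding a fixed threshold, cut at about 30% in these data, passing the limit was not always enough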; note: some compounds called inactive have numbers as strong as hits
# * hit, by the source's call; i = inactive; x = no result given; + = active, no number; & = joins results of further samples.
SMILES,MT1-MMP act inh,E coli Lon inh,PABP1 MLLE inh,Tb MetRS inh,FAS-TE inh,bovine MsrA act,MsrA inhibitor,CendR NRP1 mod,SKN-1 inh
O=C(O)CCC(=O)c1ccc(-c2ccccc2)cc1,3.0,1.6,4.9,-1.7,0.2,-8.9,-0.7,0.0,-3.8
COc1cc(-c2oc3cc(O)cc(O)c3c(=O)c2O[C@@H]2O[C@H](COC3O[C@@H](C)[C@H](O)[C@@H](O)[C@H]3O)[C@@H](O)[C@H](O)[C@H]2O)ccc1O (stereo partly drawn),4.2,-5.7,-1.1,-0.2,-15.4,-8.3,1.5,-8.6,5.6
C/C=C(/C)C(=O)OC(C)(C)[C@@H]1Cc2c(ccc3ccc(=O)oc23)O1,4.2,8.3,-1.9,-0.2,18.1,-0.1,1.7,1.2,7.7
CC1(C)O[C@H]2CC(=O)OC[C@@]23C1CC(=O)[C@]1(C)C3CC[C@@]2(C)[C@H](c3ccoc3)OC(=O)[C@H]3O[C@]321 (stereo partly drawn),-1.3,-8.9,-4.5,0.0,-2.8,-0.1,0.6,-7.9,-6.5
CNCCCN1c2ccccc2CCc2ccccc21,-10.4,2.0,1.2,-0.5,-1.3,0.5,-0.1,6.1,1.3
C[N+]1(C)CCC(=C(c2ccccc2)c2ccccc2)CC1,-1.3,-7.6,2.2,-1.4,-2.4,-4.6,-0.5,4.2,5.2
CCC(NC(C)C)C(O)c1ccc(O)c2[nH]c(=O)ccc12 (stereo not drawn),0.4,8.4,-5.4,-1.1,-3.2,-7.5,x,-5.5,-4.1
CC(=O)Nc1ccc(CC(=O)O)cc1,2.3,1.2,7.5,-0.9,-2.7,-3.4,0.6,0.1,8.9
CCCCNc1ccc(C(=O)OCCOCCOCCOCCOCCOCCOCCOCCOCCOC)cc1,1.8,-1.2,-6.3,-0.1,-4.0,0.6,1.5,-7.8,-3.2
O=c1oc2c(O)c(O)cc3c(=O)oc4c(O)c(O)cc1c4c23,-2.2,-5.8,8.0,0.1,83.6*,-7.2,x,-100.5,-17.2

# Ordered by SMILES length (highest first): 7 of the compounds above
SMILES,MT1-MMP act inh,E coli Lon inh,PABP1 MLLE inh,Tb MetRS inh,FAS-TE inh,bovine MsrA act,MsrA inhibitor,CendR NRP1 mod,SKN-1 inh
COc1cc(-c2oc3cc(O)cc(O)c3c(=O)c2O[C@@H]2O[C@H](COC3O[C@@H](C)[C@H](O)[C@@H](O)[C@H]3O)[C@@H](O)[C@H](O)[C@H]2O)ccc1O (stereo partly drawn),4.2,-5.7,-1.1,-0.2,-15.4,-8.3,1.5,-8.6,5.6
C/C=C(/C)C(=O)OC(C)(C)[C@@H]1Cc2c(ccc3ccc(=O)oc23)O1,4.2,8.3,-1.9,-0.2,18.1,-0.1,1.7,1.2,7.7
CCCCNc1ccc(C(=O)OCCOCCOCCOCCOCCOCCOCCOCCOCCOC)cc1,1.8,-1.2,-6.3,-0.1,-4.0,0.6,1.5,-7.8,-3.2
CCC(NC(C)C)C(O)c1ccc(O)c2[nH]c(=O)ccc12 (stereo not drawn),0.4,8.4,-5.4,-1.1,-3.2,-7.5,x,-5.5,-4.1
C[N+]1(C)CCC(=C(c2ccccc2)c2ccccc2)CC1,-1.3,-7.6,2.2,-1.4,-2.4,-4.6,-0.5,4.2,5.2
CNCCCN1c2ccccc2CCc2ccccc21,-10.4,2.0,1.2,-0.5,-1.3,0.5,-0.1,6.1,1.3
CC(=O)Nc1ccc(CC(=O)O)cc1,2.3,1.2,7.5,-0.9,-2.7,-3.4,0.6,0.1,8.9

# (further entries)
SMILES,MT1-MMP act inh,E coli Lon inh,PABP1 MLLE inh,Tb MetRS inh,FAS-TE inh,bovine MsrA act,MsrA inhibitor,CendR NRP1 mod,SKN-1 inh
CCCCNc1ccc(C(=O)OCCN(C)C)cc1,-3.4,-1.7,-10.4,-1.1,-0.7,-6.5,2.5,-0.9,-6.9
Cc1cccc2c1NC(=O)C2(c1ccc(O)cc1)c1ccc(O)cc1,10.4,-6.0,-3.8,-1.1,3.4,-9.8,-0.7,12.8,-15.9
NC1CCN(c2nc3c(cc2F)c(=O)c(C(=O)O)cn3-c2ccc(F)cc2F)C1 (stereo not drawn),-2.3,-1.6,-6.6,-1.0,-3.3,-4.7,1.0,-16.8,5.9
CN1CCCN=C1COC(=O)C(O)(c1ccccc1)C1CCCCC1 (stereo not drawn),1.3,5.0,4.3,0.4,-3.9,-2.1,-1.1,-2.6,1.3
CN(C)CCCC1(c2ccc(F)cc2)OCc2cc(C#N)ccc21 (stereo not drawn),-1.9,1.9,-1.7,-0.6,-4.0,-1.2,0.5,1.7,1.4
C/C=C/C(=O)N(CC)c1ccccc1C,0.6,0.3,-3.8,-0.4,-3.6,-1.8,0.0,-10.0,13.8
CCOC(=O)[C@H](CCc1ccccc1)N[C@@H](C)C(=O)N1Cc2ccccc2C[C@H]1C(=O)O,-1.5,0.5,-16.0,-1.1,0.3,4.0,-1.2,-8.5,-0.9
N[C@@H](Cc1c[nH]c2ccc(O)cc12)C(=O)O,2.4,-11.4,-16.6,0.1,-3.9,-3.3,2.3,-12.9,-2.5
CC(C)=CCOc1c2ccoc2cc2oc(=O)ccc12,2.2,-2.4,1.7,-1.5,9.1,-0.9,-0.5,-5.8,7.2
Cc1ccc(N(CC2=NCCN2)c2cccc(O)c2)cc1,-2.6&-5.7&-1.6,-5.0&-5.1&-3.6,-3.2&13.0&7.9,0.2&-1.1&-0.7,-3.6&-3.3&-4.3,1.6&-2.8&-0.3,-0.3&-0.5&1.0,4.0&0.4&1.5,1.0&8.4&5.7
C1COC(NC(C2CC2)C2CC2)=N1,2.8,-5.9,-11.2,-0.6,-6.8,1.2,-0.4,-4.6,8.8
Oc1ccc2c(c1)OCC1(O)Cc3cc(O)c(O)cc3C21 (stereo not drawn),2.9,+,i,0.8,-17.9,-7.0,0.1,18.6,64.6
COc1cc([C@@H]2Oc3cc(C4Oc5cc(O)cc(O)c5C(=O)[C@H]4O)ccc3O[C@H]2CO)ccc1O (stereo partly drawn),-4.1,3.5,-17.4,-0.1,4.3,-6.7,x,-7.0,2.5
CC12CCC(=O)C=C1CCC1C2CCC2(C)C1CCC2(O)C(=O)CO (stereo not drawn),3.2,-3.5,7.2,-1.4,-5.2,-5.9,-1.5,5.5,0.9
CC(=O)CCCCn1c(=O)c2c(ncn2C)n(C)c1=O,0.4,-11.2,-6.5,-1.1,-2.5,-0.7,1.2,-4.0,-0.7
COc1ccc(C2CNC(=O)C2)cc1OC1CCCC1 (stereo not drawn),-1.9,-10.6,-5.9,-0.4,3.4,-0.3,1.3,-12.4,13.2
CCCCCC(=O)O[C@]1(C(C)=O)CC[C@H]2[C@@H]3CCC4=CC(=O)CC[C@]4(C)[C@H]3CC[C@@]21C,-0.5,-3.2,-2.6,-1.1,40.2,-1.6,-1.6,0.7,-2.1
C=CC[n+]1ccc(/C=C2\C=Cc3cc(C)ccc3N2CC)c2ccccc21,60.7*,-6.2,-105.8,-3.0,-3.8,-12.2,x,12.8,37.8*
COc1ccccc1N1CCN(CCCN=C2CC(=O)N(C)C(=O)N2C)CC1,5.2,-2.2,5.4,-0.5,-1.6,-1.2,0.7,-9.1,5.9
CC1(C)C2CC[C@]3(C)[C@H](C(=O)C=C4[C@@H]5C[C@@](C)(C(=O)O)CC[C@]5(C)CC[C@]43C)[C@@]2(C)CC[C@@H]1O[C@H]1O[C@H](C(=O)O)[C@@H](O)[C@H](O)[C@H]1O[C@@H]1O[C@H](C(=O)O)[C@@H](O)[C@H](O)[C@H]1O (stereo partly drawn),5.1,-5.1,7.0,0.2,-5.1,-1.2,-2.0,-83.6,-3.6
O=C(O)c1cccnc1Nc1cccc(C(F)(F)F)c1,6.2,9.6,-2.3,-2.2,7.7,-1.4,0.4,-17.3,5.3
N#Cc1ccc(C(c2ccc(C#N)cc2)n2cncn2)cc1,2.1,-8.2,1.6,-1.1,-2.3,-2.8,-1.3,3.1,-13.2
Cc1c(C(=O)O)c(O)cc2c1C(=O)c1c(O)c([C@@H]3O[C@H](CO)[C@@H](O)[C@H](O)[C@H]3O)c(O)c(O)c1C2=O,49.7*,44.9*,-4.0,-0.2,-4.1,-6.2,2.6,46.3,69.7
CC1Cc2ccccc2N1NC(=O)c1ccc(Cl)c(S(N)(=O)=O)c1 (stereo not drawn),3.5,-2.2,4.8,-1.6,-1.9,-1.0,0.9,-7.4,3.1
CN(C)CCC[C@]1(c2ccc(F)cc2)OCc2cc(C#N)ccc21,-1.7,2.0,9.8,0.2,-1.2,-0.6,1.5,-3.6,5.4
NC(N)=O,0.4,-5.6,0.0,-0.9,-4.6,-2.4,x,1.4,-4.7
COc1ccc(C[C@H]2COC(=O)[C@@H]2Cc2ccc(OC3OC(CO)C(O)C(O)C3O)c(OC)c2)cc1OC (stereo partly drawn),13.7,6.5,-5.4,-0.2,-9.8,-1.9,x,4.4,13.6
Oc1cc2c(cc1O)[C@H]1c3ccc(O)c(O)c3OC[C@@]1(O)C2,20.9,-0.3,30.7,0.3,-0.4,-6.6,-0.2,16.9,37.3*
Cc1cncn1CCc1nc2c3ccccc3nc(SCC(=O)Nc3cccc(Cl)c3)n2n1,2.6,-10.3,-6.5,-0.5,5.4,-1.5,0.0,3.1,-6.2
NOCC(=O)O,-7.5,9.0,3.3,-0.4,-1.4,-0.7,0.0,5.5,11.9
COc1ccc(-c2cc(=O)c3c(O)cc(OC4OC(COC5OC(C)C(O)C(O)C5O)C(O)C(O)C4O)cc3o2)cc1O (stereo not drawn),3.1,-6.7,-6.9,0.5,-3.3,-2.4,0.3,6.8,6.2
C=CC1CN2CCC1CC2C(O)c1ccnc2ccc(OC)cc12 (stereo not drawn),3.9,2.2,-6.4,-2.5,-12.7,-7.3,-0.1,-4.6,-7.3
COC(=O)C1=CO[C@@H](O[C@@H]2O[C@H](CO)[C@@H](O)[C@H](O)[C@H]2O)C2C1C[C@H](O)[C@@H]2C (stereo partly drawn),-4.7,-2.8,1.1,-0.3,-11.0,-7.9,-0.5,14.7,-10.8
COc1ccc(-c2cc(=O)c3c(O)cc(O[C@@H]4O[C@H](CO[C@@H]5O[C@@H](C)[C@H](O)[C@@H](O)[C@H]5O)[C@@H](O)[C@H](O)[C@H]4O)cc3o2)cc1O,5.0,2.3,-3.8,-0.3,0.1,-2.6,1.0,10.3,2.1
CCc1ccc(CCOc2ccc(CC3SC(=O)NC3=O)cc2)nc1 (stereo not drawn),0.4,-2.5,1.4,0.1,0.3,0.4,0.3,-10.2,-5.6
Cc1ccc(=O)n(-c2ccccc2)c1,0.7,-4.7,5.1,-0.1,-8.1,-1.2,-0.1,-2.6,1.9
CCN(CC)CCOC(=O)c1ccc(N)cc1,0.9,-10.9,-1.7,-1.1,-4.2,-6.6,1.6,3.4,0.2
Oc1ccc(C2CNCCc3c2cc(O)c(O)c3Cl)cc1 (stereo not drawn),-1.3&0.3,-1.6&6.8,1.7&2.2,-0.3&-0.5,2.0&-1.6,-0.4&-1.1,0.2&-0.4,-4.3&17.0,5.1&6.0

# This is a subset (hit frequency here may not be typical).
